Screens from PubChem.
M4 PAM – positive allosteric modulators of human muscarinic M4 receptor. P08173. CHO-K1 hM4/Gqi5, Fluo-8 calcium fluorescence, ACh EC20; 0% = ACh EC20, 100% = maximal ACh. activation, % at 3 µM. 360,000 compounds, 0.4% hits;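 active = activation above its plate's cutoff, the mean activation of sample wells plus 3 SD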; also: some results filed as inactive read as strong as hits
CHRM5 antagonist – antagonists of human muscarinic M5 receptor (CHRM5); P08912; CHO-hM5 cells, Fluo-8 calcium fluorescence, ACh EC80; inhibition, % at 3 µM; 360,000 compounds, 0.59% hits;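 active = inhibition above a per-plate cutoff, the mean of that plate's test compounds plus 3 SD, cut at about 27% in these data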;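 also: 0% = acetylcholine EC80 with DMSO and 100% = DMSO without agonist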
Target sequence (P08912 whole entry, looked up): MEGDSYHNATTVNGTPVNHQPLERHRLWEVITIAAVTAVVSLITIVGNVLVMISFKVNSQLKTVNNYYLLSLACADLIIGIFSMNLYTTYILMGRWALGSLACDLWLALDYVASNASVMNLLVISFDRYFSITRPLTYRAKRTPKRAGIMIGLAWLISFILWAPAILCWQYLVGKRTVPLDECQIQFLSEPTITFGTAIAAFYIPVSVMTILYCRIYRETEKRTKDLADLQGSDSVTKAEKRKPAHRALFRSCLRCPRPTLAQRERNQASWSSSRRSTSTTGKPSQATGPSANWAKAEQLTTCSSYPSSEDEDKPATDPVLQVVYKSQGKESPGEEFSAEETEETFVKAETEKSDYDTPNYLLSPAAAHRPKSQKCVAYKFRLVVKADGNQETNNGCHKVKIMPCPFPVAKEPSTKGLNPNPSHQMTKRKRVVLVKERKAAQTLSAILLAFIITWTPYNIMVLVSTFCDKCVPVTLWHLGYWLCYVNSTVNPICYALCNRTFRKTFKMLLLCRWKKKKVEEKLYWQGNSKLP
CHRM4 antagonist – CHRM4 antagonism in calcium assay | CHO-hM4 cells, ACh EC80, Fluo-8 calcium fluorescence | inhibition, % at 3 µM | 360,000 compounds, 0.73% hits | AID 624125;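 active = inhibition above its plate's cutoff, the mean inhibition of sample wells plus 3 SD, cut at about 27% in these data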;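 also: 0% = acetylcholine EC80 with DMSO and 100% = DMSO without agonist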
CHRM5 PAM – CHRM5 positive allosteric modulation; CHO-K1 hM5, Fluo-8 calcium, ACh EC20 PAM; 0% = ACh EC20, 100% = ACh EC100; activation, % at 3 µM; 360,000 compounds, 0.3% hits; AID 624038;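 active = activation above the run cutoff, the mean activation of all test compounds plus 3 SD, cut at about 18% in these data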
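Assay system: CHO-K1 hM5 cells / Incubation: Fluo-8 loading 80 min at 37 °C plus 30 min room temperature / Technique: Fluo-8 calcium dye fluorescence, kinetic read / Repeats: single replicate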
M1 PAM – positive allosteric modulators of human M1 muscarinic receptor; CHO-K1 hM1, Fluo-8 calcium fluorescence, ACh EC20; 0% = ACh EC20, 100% = maximal ACh; activation, % at 3 µM; 360,000 compounds, 0.088% hits; AID 588819; in the data active = activation above about 19%, passing the limit was not always enough
Target sequence (P11229 whole entry, looked up): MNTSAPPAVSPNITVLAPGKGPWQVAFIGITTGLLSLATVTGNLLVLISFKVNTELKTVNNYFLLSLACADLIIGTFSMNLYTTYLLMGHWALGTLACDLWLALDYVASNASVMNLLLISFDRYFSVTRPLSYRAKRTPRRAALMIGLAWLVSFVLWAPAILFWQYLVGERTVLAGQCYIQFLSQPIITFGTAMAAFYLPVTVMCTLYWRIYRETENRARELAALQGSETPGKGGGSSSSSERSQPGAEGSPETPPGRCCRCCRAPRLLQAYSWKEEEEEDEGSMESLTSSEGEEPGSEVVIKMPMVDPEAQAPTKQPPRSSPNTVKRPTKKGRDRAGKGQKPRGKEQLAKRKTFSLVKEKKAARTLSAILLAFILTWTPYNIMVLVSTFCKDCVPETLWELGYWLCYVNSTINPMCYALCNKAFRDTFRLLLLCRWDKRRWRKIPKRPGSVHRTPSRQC
CHRM5 agonist – agonists of human muscarinic M5 receptor (CHRM5). P08912. CHO-K1 hM5 cells, Fluo-8 calcium fluorescence; 0% DMSO wells, 100% maximal acetylcholine response. activation, % at 3 µM. 360,000 compounds, 0.19% hits;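 active = activation above the run's mean over test compounds plus 3 SD, cut at about 23% in these data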;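 also: signal is peak over basal fluorescence ratio across the kinetic read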
M4 ag – agonists of human muscarinic M4 receptor (CHRM4). P08173. CHO-K1 hM4/Gqi5, Fluo-8 calcium fluorescence; vehicle 0%, full acetylcholine response 100%. activation, % at 3 µM. 360,000 compounds, 0.14% hits. AID 624127;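 active = activation above the run mean over all test wells plus 3 SD, cut at about 32% in these data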;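 also: peak over basal fluorescence ratio per well then scaled between controls; 0% = DMSO wells and 100% = acetylcholine at EC100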
CRFBP-R2 agonist – CRF-BP/CRF-R2 complex agonism; activation, % at 13.2 µM; HEK293 CRF-R2/CRF-BP, calcium dye fluorescence (FLIPR); percent of saturating CRF peptide response; AID 588473; 350,000 compounds, 0.46% hits;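 active = activation of at least 50%, plus an integration ratio under a set limit after plate pattern correction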;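 also: plate controls were neutral control wells without compound for no effect and CRF at EC100 for full effect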
CHRM1 antagonist – blocks human M1 muscarinic receptor | P11229 | CHO-K1 hM1, Fluo-8 calcium fluorescence, ACh EC80 antagonist | inhibition, % at 3 µM | 360,000 compounds, 1.3% hits | AID 588852;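 active = percent inhibition above its own plate's cutoff, namely the mean of that plate's compound wells plus 3 SD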;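 also: peak over basal fluorescence ratio during 140 s after agonist addition; 0% = ACh EC80 plus DMSO and 100% = DMSO alone without agonist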
Starred values were filed as active, the others as inactive; x = not tested or not shown.

Fields – M4 PAM	CHRM5 antagonist	CHRM4 antagonist	CHRM5 PAM	M1 PAM	CHRM5 agonist	M4 ag	CRFBP-R2 agonist	CHRM1 antagonist
(1) Cc1nc(CCNC(=O)C2CCC(=O)N(Cc3ccc(Cl)cc3)C2)sc1C (stereo not drawn)
→ 5	-22	-11	8	-1	-6	2	1.0	4
(2) O=C(Nc1ccccc1)N1CCN(Cc2ccc(Cl)cc2)CC1
→ 7	-10	-7	4	-1	0	4	-0.7	5
(3) CC(=NNC(=O)CCC(=O)Nc1ccccc1Cl)c1ccco1
→ 3	9	-2	9	8	1	1	-0.7	-8
(4) C[C@@H](C(=O)NCc1ccccc1)[C@@H]1C[C@@]1(C)[C@@H](NC(=O)OCc1ccccc1)c1ccccc1
→ 7	0	-20	2	6	1	6	0.5	0
(5) CC1CCC2C(C1)c1sc(=O)[nH]c1SC2(C)C (stereo not drawn)
→ 26	-14	-18	9	2	14	-3	-0.5	-3
(6) COc1ccc(C(=O)OCC(=O)Nc2ccc3[nH]c(=O)[nH]c3c2)c(OC)c1OC
→ 7	7	-22	-3	4	-1	0	-1.0	-4
(7) CC(=O)c1ccc(COC(=O)Cc2ccc([N+](=O)[O-])cc2)cc1
→ -6	15	2	-1	13	-2	2	-1.7	-16
(8) CCOc1ccc2cc(C(=O)NCc3ccccc3)c(=N)oc2c1
→ -7	6	10	-3	6	-3	0	-0.7	-4
(9) C[C@@H]1C(c2cccc(Cl)c2)=NN(c2ccc(Br)cc2)[C@H]1C(=O)N1CCOC1=O
→ -7	-4	-1	-1	-4	-1	1	-0.7	-3
(10) Cn1c(=O)c2c(nc(N/N=C/c3ccco3)n2C)n(C)c1=O
→ 5	-10	-10	7	6	6	2	-1.3	-1
(11) COc1ccc(C(=O)CCC(=O)NCCc2ccccc2F)cc1
→ -4	9	-2	-2	11	-1	1	-1.3	-14
(12) C=C(c1cn(C(C)=O)c2ccccc12)c1cn(C(C)=O)c2ccccc12
→ 3	7	-9	-1	-1	2	1	3.5	-2
(13) NC(=O)CCn1c(C(=O)c2cc(Cl)c(N)c(Cl)c2)c2ccccc2[n+]1[O-]
→ 16	-2	-5	12	15	3	-1	-0.2	-9
(14) COc1ccc(N2CCN(C(=O)CSc3nnc4nc(C)cc(C)n34)CC2)cc1
→ 3	2	-5	-3	1	1	3	-3.3	-1
(15) COc1cc(C(=O)O)c2c(c1C)OC(=O)c1c(C)cc(O)c(C=O)c1O2
→ -1	7	4	-5	-9	1	0	-1.4	18
(16) Cc1cc(=O)oc2cc(OCCc3ccccc3)ccc12
→ 9	-12	-4	-1	-7	-5	0	-2.8	10
(17) Cc1nc2cc3sc(C)nc3cc2s1
→ 8	4	-5	5	-4	3	0	-0.1	9
(18) COC(=O)c1oc2ccccc2c1N
→ 4	1	1	-10	4	-4	1	-2.0	-2
(19) CCOC(=O)C(NCc1ccc(F)cc1)(NC(=O)c1ccccc1)C(F)(F)F (stereo not drawn)
→ 9	-2	-3	-4	2	-5	0	0.2	-5
(20) COc1ccccc1N1CCN(C(c2ccccc2)c2nnnn2CCc2ccccc2)CC1 (stereo not drawn)
→ -7	7	4	-5	-13	-4	0	-0.7	23
(21) O=C(Nc1cccc(Cl)c1)c1ccc(NC2=NC3CS(=O)(=O)CC3S2)cc1 (stereo not drawn)
→ -3	0	-7	2	7	1	0	0.1	-11
(22) CC1=C(C(=O)Nc2cc(-c3cccc(F)c3)[nH]n2)C2(CCCCC2)OC1=O
→ -3	3	-1	-6	5	3	6	0.9	-9
(23) CC1CCCCC1NC(=O)CCCCCn1c(=S)[nH]c2ccsc2c1=O (stereo not drawn)
→ 3	5	6	-2	3	-2	2	-1.2	-5
(24) Cc1ccc(N(C(=O)CNC(=O)c2ccco2)C(C(=O)NC2CCCC2)c2ccncc2)cc1 (stereo not drawn)
→ 2	10	1	0	2	-2	x	-0.1	-5
(25) COc1ccccc1CNC(=O)Cn1nnc(-c2ccncc2)n1
→ 2	-1	-7	5	4	0	1	0.7	-12
(26) COC(=O)c1ccc(Cn2c(O)c(N=NC(N)=S)c3ccccc32)o1
→ 11	-1	3	4	-3	2	0	-4.9	6
(27) Cc1ccc(C)c(NC(=O)c2cc(-c3cc(C)cc(C)c3O)n[nH]2)c1
→ -11	3	0	-12	-11	-1	5	0.9	6
(28) NNC(=O)COc1cccc(Oc2ccccc2)c1
→ -6	0	3	-4	9	-2	1	-0.7	-5
(29) CC1([N+](=O)[O-])COC(C=Cc2ccccc2)OC1 (stereo not drawn)
→ 3	12	10	-4	13	-2	0	6.3	-12
(30) CCc1ccccc1NC(=O)NNS(=O)(=O)c1cc(C)ccc1C
→ 5	-5	0	-3	-8	-4	1	-0.7	1

Some entries already given with just M4 PAM and CHRM1 antagonist.
| No. | SMILES | M4 PAM | CHRM1 antagonist |
| --- | --- | --- | --- |
| 11 | COc1ccc(C(=O)CCC(=O)NCCc2ccccc2F)cc1 | -4 | -14 |
| 12 | C=C(c1cn(C(C)=O)c2ccccc12)c1cn(C(C)=O)c2ccccc12 | 3 | -2 |

Continuation.
Fields – M4 PAM	CHRM5 antagonist	CHRM4 antagonist	CHRM5 PAM	M1 PAM	CHRM5 agonist	M4 ag	CRFBP-R2 agonist	CHRM1 antagonist
(31) O=C(NCc1nnc(SCc2ccc(F)cc2)n1-c1ccccc1)C12CC3CC(CC(C3)C1)C2
→ -1	2	5	4	0	6	1	-0.9	-1
(32) COc1ccc2cc(C(N)=O)c(=Nc3ccc(C)cc3)oc2c1
→ -5	-1	-1	-1	5	-4	0	-2.3	-4
(33) C=CCn1c(=S)[nH]c2sccc2c1=O
→ 6	-3	-1	2	9	2	0	2.6	-2
(34) CN(CC(=O)Nc1ccc(F)c(F)c1F)C(=O)CCCc1nc2ccccc2c(=O)[nH]1
→ 7	-9	-27	-6	6	-5	1	-1.6	-3
(35) CC(=O)Nc1ccc(NC(=O)C(C)Sc2nc3ccccc3c(=O)n2CC2CCCO2)cc1 (stereo not drawn)
→ -1	-12	9	7	7	-1	1	-0.1	-4
(36) CC(C)c1ccc(/C=C/C(=O)N2CCc3ccccc3C2)cc1
→ -12	2	0	-10	-9	-2	2	3.6	12
(37) O=C(NCc1ccccc1Cl)NCc1ccccc1Cl
→ 10	-5	2	11	7	-4	0	-1.1	-7
(38) CC1(C)CC(=O)C2=C(C1)Oc1ncn(CCCn3ccnc3)c(=N)c1C2c1ccccc1 (stereo not drawn)
→ 3	3	4	-2	-2	-6	1	0.5	-22
(39) N#Cc1ccc(NC(=O)COC(=O)CSc2nnc(-c3ccc(Cl)cc3)o2)cc1
→ -6	0	-5	-6	4	0	8	3.9	2
(40) CCOC(=O)c1c(N)sc(C(=O)N2CCCC2)c1C
→ 8	9	0	1	2	-1	1	-1.1	-3
(41) COc1ccc(C)cc1NC(=O)CN(C)S(=O)(=O)c1ccc2c(c1)c(=O)n(C)c(=O)n2C
→ -4	3	2	-6	4	2	12	-2.0	-9
(42) CCC(C)N1CC(C(=O)NC2CCCCC2)CC1=O (stereo not drawn)
→ 2	-1	16	3	2	1	0	-0.4	-3
(43) c1ccc2c(c1)CSc1sccc1C2=C1CCNCC1
→ -42	99*	98*	-19	-26	-7	8	-0.8	100*
(44) O=C(c1cccc(Oc2ccccc2)c1)N1CCOCC1
→ 5	3	-1	-4	-4	0	2	1.1	-10
(45) CC(C)Cn1c(SCC(=O)N2CCN(S(=O)(=O)c3ccccc3)CC2)nc2ccccc21
→ -9	2	-14	-4	-21	-3	7	-0.5	30*
(46) COc1ccc(CN2CCC(Oc3ccc(C(=O)N4CCCCC4)cc3)CC2)cc1C
→ -11	2	8	-1	2	-7	4	-0.1	8
(47) COc1ccc(C(N)c2nccc3cc(OC)c(OC)cc23)cc1OC (stereo not drawn)
→ -2	14	11	-3	8	-5	1	2.8	-5
(48) CCOC(=O)c1sc(NC(=O)CSc2ncccn2)c(C#N)c1C
→ 15	6	3	-6	13	1	2	-2.0	-6
(49) O=C(CSc1nc2nccnc2c(=O)n1Cc1cccs1)Nc1ccccc1F
→ -6	9	-3	-4	-4	0	2	0.3	9
(50) O=S(=O)(Nc1ccc2c(c1)nc1n2CCOC1)c1ccc(Cl)cc1
→ 2	9	3	-2	-5	1	4	-0.6	2
(51) Cc1cc(C(=O)N/N=C/c2cccnc2)n[nH]1
→ -2	0	-4	7	11	4	1	-0.8	-14
(52) CCc1nccn1Cc1cc(C=O)ccc1OC
→ 8	2	-7	4	5	-5	1	0.1	-7
(53) COc1ccc(N(CC(=O)NCCC(C)C)C(=O)c2snc(C(=O)NC3CCCCC3)c2N)c(OC)c1
→ 0	11	3	-1	10	-3	1	0.6	-5
(54) Cc1ccc(NCC(=O)N/N=C\c2ccc[nH]2)cc1
→ -2	12	-5	-10	6	0	0	-1.5	-3
(55) CCNC(=O)C1CCCN(C(=O)c2cccc(Cl)c2)CC1 (stereo not drawn)
→ 2	3	4	2	8	1	1	x	-18
(56) CC1=NN(/C(=N\c2nnc(C)s2)Nc2ccc(C(C)(C)C)cc2)[C@H](c2ccc(C)cc2)S1
→ -5	-3	-4	-30	-5	-13	-1	-0.2	19
(57) CC(=O)N1c2ccc(Cl)cc2C2OCCC2C1c1ccco1 (stereo not drawn)
→ -23	20	22	-14	-1	1	12	-0.3	4
(58) Cc1cccc(-c2cc3nc(C)cc(C)n3n2)c1
→ 6	0	-1	10	4	-1	1	-3.4	0
(59) CC(=O)OCC(=O)Nc1ccccc1C
→ -1	10	4	0	5	0	0	-0.2	2
(60) O=C(CSc1nc2ccccc2c(=O)n1-c1ccccc1)N/N=C/C=C/c1ccccc1[N+](=O)[O-]
→ -11	5	2	5	-7	0	1	0.7	20
(61) Cn1ncc2c(Sc3ccc(Cl)cc3)ncnc21
→ -2	10	-2	-5	-2	-3	0	0.7	15

Fetched by structure from the entries so far, 7 records:
Fields – M4 PAM	CHRM5 antagonist	CHRM4 antagonist	CHRM5 PAM	M1 PAM	CHRM5 agonist	M4 ag	CRFBP-R2 agonist	CHRM1 antagonist
(56) CC1=NN(/C(=N\c2nnc(C)s2)Nc2ccc(C(C)(C)C)cc2)[C@H](c2ccc(C)cc2)S1
→ -5	-3	-4	-30	-5	-13	-1	-0.2	19
(53) COc1ccc(N(CC(=O)NCCC(C)C)C(=O)c2snc(C(=O)NC3CCCCC3)c2N)c(OC)c1
→ 0	11	3	-1	10	-3	1	0.6	-5
(51) Cc1cc(C(=O)N/N=C/c2cccnc2)n[nH]1
→ -2	0	-4	7	11	4	1	-0.8	-14
(50) O=S(=O)(Nc1ccc2c(c1)nc1n2CCOC1)c1ccc(Cl)cc1
→ 2	9	3	-2	-5	1	4	-0.6	2
(48) CCOC(=O)c1sc(NC(=O)CSc2ncccn2)c(C#N)c1C
→ 15	6	3	-6	13	1	2	-2.0	-6
(49) O=C(CSc1nc2nccnc2c(=O)n1Cc1cccs1)Nc1ccccc1F
→ -6	9	-3	-4	-4	0	2	0.3	9
(54) Cc1ccc(NCC(=O)N/N=C\c2ccc[nH]2)cc1
→ -2	12	-5	-10	6	0	0	-1.5	-3
